Assay outcomes (PubChem BioAssay)
SIRT5 block = inhibitors of human sirtuin-5 desuccinylase; inhibition, % at 15 µM; Purified SirT5, succinyl-peptide AMC, trypsin-coupled fluorescence; AID 652115; hit rate 1.1% among 330,000; in the data active = inhibition above about 15%; inconclusive = no clear call, values can overlap the other calls
Target sequence (Q9NXA8 whole entry, looked up): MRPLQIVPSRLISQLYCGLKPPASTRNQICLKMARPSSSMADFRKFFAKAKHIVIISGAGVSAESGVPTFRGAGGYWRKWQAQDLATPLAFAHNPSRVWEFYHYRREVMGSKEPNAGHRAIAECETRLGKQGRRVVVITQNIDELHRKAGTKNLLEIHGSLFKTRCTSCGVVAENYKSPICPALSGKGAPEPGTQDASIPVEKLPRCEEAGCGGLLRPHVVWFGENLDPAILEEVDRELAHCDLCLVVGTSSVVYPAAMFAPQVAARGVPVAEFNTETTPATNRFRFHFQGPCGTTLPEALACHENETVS
CASP6 VEID inh = inhibitors of human caspase-6 | P55212 | purified caspase-6, Z-VEID-R110 cleavage fluorescence | inhibition, % at 12.5 µM | hit rate 0.53% among 350,000 | AID 686996;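 active = mean inhibition across replicates at least about 35%, with every replicate also reaching that limit, limit read from the data; inconclusive = only one of the two criteria met; inactive = neither criterion met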;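 also: 0% = median of neutral control wells and 100% = no fluorescence left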
Target sequence (P55212 24-179 limits assumed): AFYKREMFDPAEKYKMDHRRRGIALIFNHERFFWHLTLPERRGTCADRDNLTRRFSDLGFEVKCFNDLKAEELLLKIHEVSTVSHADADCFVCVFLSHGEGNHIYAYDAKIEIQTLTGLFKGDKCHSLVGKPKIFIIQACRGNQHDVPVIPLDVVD
Target sequence (P55212 194-293 limits assumed): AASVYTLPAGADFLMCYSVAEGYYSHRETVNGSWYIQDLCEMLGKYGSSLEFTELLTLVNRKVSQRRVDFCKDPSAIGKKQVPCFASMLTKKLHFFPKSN
miR122 inh = miR-122 inhibition in Huh7 cells; activation (reporter increase), % at 12.5 µM; Huh7 miR-122 Renilla luciferase sensor, 48 h; neutral wells = 0, positive control = 100; AID 602342; hit rate 0.3% among 340,000;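 active = mean replicate activation score at least 90 and every replicate individually at or above 90; inconclusive = only one of the two criteria met; inactive = neither criterion met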;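 also: higher luciferase means less miR-122 activity so hits act as miR-122 inhibitors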
ERp5 inh = ERp5 (human) disulfide isomerase inhibition. ERp5 insulin aggregation, absorbance 650 nm, 90 min. inhibition, % at 9.99 µM. hit rate 0.05% among 350,000;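 active = mean replicate inhibition above about 25%, with every replicate also reaching it, limit read from the data, passing the limit was not always enough; inconclusive = only one of those two criteria met; inactive = neither criterion met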
Target sequence (Q15084 whole entry, looked up): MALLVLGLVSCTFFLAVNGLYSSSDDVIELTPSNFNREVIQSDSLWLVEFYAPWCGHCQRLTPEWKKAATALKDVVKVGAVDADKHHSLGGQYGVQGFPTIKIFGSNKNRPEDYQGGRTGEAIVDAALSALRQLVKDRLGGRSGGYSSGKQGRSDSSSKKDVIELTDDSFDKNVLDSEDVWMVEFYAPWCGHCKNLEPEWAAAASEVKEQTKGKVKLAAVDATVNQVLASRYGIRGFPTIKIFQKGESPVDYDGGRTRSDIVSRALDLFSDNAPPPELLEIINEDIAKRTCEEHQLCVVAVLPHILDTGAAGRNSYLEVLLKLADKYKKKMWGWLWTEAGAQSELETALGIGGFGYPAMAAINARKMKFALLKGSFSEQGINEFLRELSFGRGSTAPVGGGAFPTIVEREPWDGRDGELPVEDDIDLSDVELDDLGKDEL
DENV2 CPE rescue = protects cells from dengue virus 2 cytopathic effect | DENV2-infected cells, cytopathic effect rescue, plate reader | CPE inhibition, % at 9.99 µM | hit rate 1.7% among 350,000; in the data active = CPE inhibition above about 20%, passing the limit was not always enough; inconclusive = no clear call, values can overlap the other calls; tested in BHK-21 cells;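 also: 0% = median of neutral control wells and 100% = median of positive control wells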
CFTR F508del cor = CFTR F508del correction in bronchial cells. CFBE cells, YFP halide quenching; stimulated with forskolin plus potentiator P3; % fluorescence drop versus neutral controls. activity (quench increase), % at 7.58 µM. hit rate 0.36% among 350,000. AID 720511;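 active = mean added fluorescence quench of at least 8% versus neutral control, with both replicates also reaching 8%; inconclusive = only one of the mean or replicate conditions met; inactive = mean below 8% and not both replicates reaching 8%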;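 also: cells transiently co-express mutant CFTR-F508del with the halide-sensitive YFP; corrector assay measuring rescue of mutant channel to the surface after 24 h compound exposure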
ERAP1 inh = ERAP1 (human) enzyme inhibition | inhibition, % at 10.7 µM | Q9NZ08 | hit rate 0.15% among 340,000 | recombinant ERAP1, Leu-AMC fluorescence, 60 min | AID 652197;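 active = mean replicate inhibition of at least 30%, or all replicates individually reaching that 30% level; inactive = mean below 30% and not every replicate reaching it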;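 also: 0% = neutral control wells and 100% = L-leucinethiol positive control wells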
The depositor's hits bear a star; ? = inconclusive; nt = no result given; & = joins results of further samples; [ ] = remark or other dose.

The line under a structure holds: SIRT5 block	CASP6 VEID inh	miR122 inh	ERp5 inh	DENV2 CPE rescue	CFTR F508del cor	ERAP1 inh
1) COc1ccc(CN2C[C@@H](O)COC[C@@H]3O[C@H](CC(=O)N4CCc5ccccc5C4)CC[C@H]32)cc1
→ 17*	0	-1[16.7 µM]	0	-12	2.5	1
2) CCOCCCN(Cc1ccco1)S(=O)(=O)c1csc(C(N)=O)c1
→ -2	5	3	1	8	2.2	-3
3) CC(=O)N(C)C[C@H]1Oc2cc(C3=CCCC3)ccc2S(=O)(=O)N([C@@H](C)CO)C[C@H]1C
→ -3	0	-25[16.7 µM]	4	-4	1.0	0
4) C[C@@H]1CN([C@@H](C)CO)C(=O)c2cc(NC(=O)Cc3cn(C)c4ccccc34)ccc2O[C@H]1CN(C)Cc1ccc(C(=O)Nc2ccccc2N)cc1
→ 17*	-1	15[16.7 µM]	-3	-6	-1.0	-2
5) COCC#Cc1ccc2c(c1)O[C@H](CN(C)Cc1ccncc1)[C@H](C)CN([C@@H](C)CO)S2(=O)=O
→ 1	1	-2[16.7 µM]	-8	-10	-0.4	-1
6) Nc1nc(N)nc(C2C=CCCC2)n1 (configuration not stated)
→ -2	3	nt	6	?	0.2	-1
7) C[C@H]1CN([C@@H](C)CO)C(=O)c2cc(N(C)C)ccc2O[C@H]1CN(C)S(=O)(=O)c1ccccc1
→ nt	0	39[16.7 µM]	1	31*	2.9	-1
8) O=C(Nc1cccc(-c2nc3ccccc3o2)c1)c1cccnc1
→ -1	-1	nt	-5	-2	-0.8	4
9) O=C(c1ccccc1F)N1CC(=O)N2[C@@H](CO)[C@H](c3ccc(-c4cccnc4)cc3)[C@@H]2C1
→ -2	nt	nt	-3	-4	1.3	nt
10) COc1cccc(-c2ccc3c(c2)[C@@H]2[C@@H](CCN2C(=O)NC2CCCC2)[C@H](CO)N3C)c1
→ nt	2	-2[16.7 µM]	-2	-17	0.2	9
11) COCCCn1c(SCC(=O)OC2CCCCC2)nnc1-c1ccco1
→ 2	4	-3	4	-8	2.0	3
12) CCC(C)Nc1nc(N)c([N+](=O)[O-])c(NCCO)n1 (configuration not stated)
→ 2	1	nt	2	94*	2.6	-5
13) COc1ccc(NC(=O)Nc2ccc3c(c2)C(=O)N([C@H](C)CO)C[C@@H](C)[C@H](CN(C)S(=O)(=O)c2ccc(Cl)cc2)OCCCC[C@H](C)O3)cc1
→ 0	2	-10[16.7 µM]	3	5	-3.3	3
14) Cc1ccccc1-n1c(=O)n(Cc2ccc(C(=O)O)cc2)c(=O)c2[nH]cnc21
→ -3	-1	-1	1	-4	-5.3	3
15) COc1ccc(S(=O)(=O)N2CCOCC2)cc1NC(=O)CCCSc1ccccc1
→ -4	2	-3	3	3	0.2	-1
16) CC(C)=C1Cc2ccccc2C1=O
→ 1	-3	nt	3	3	0.8	1
17) CC(C)C(NC(=O)c1ccc(C(C)(C)C)cc1)C(=O)NCCc1ccccn1 (configuration not stated)
→ -3	2	-6	-2	1	1.4	2
18) COc1ccc(CN(C)C[C@H]2OCCCC[C@H](C)Oc3ccc(NC(=O)Nc4ccccc4)cc3C(=O)N([C@@H](C)CO)C[C@H]2C)cc1
→ nt	nt	-3[16.7 µM]	nt	-12	-1.1	nt
19) CCC(=O)N1C[C@@H](O)COC[C@@H]2O[C@@H](CC(=O)NCc3ccc(Oc4ccccc4)cc3)CC[C@H]21
→ 1	0	5[16.7 µM]	-4	?	0.2	-2
20) O=C(CCN1C(=O)COc2ccccc21)N1CCN(c2ccccc2)CC1
→ -2	-11	5	-5	6	-1.0	3
21) CCOC(=O)c1sc(C(=O)OCC)c(OCCO)c1OCCO
→ -5	1	-9	-2	nt	nt	5
22) C[C@H]1CN([C@@H](C)CO)C(=O)c2cc(NS(=O)(=O)c3cn(C)cn3)ccc2O[C@@H]1CN(C)S(=O)(=O)c1ccccc1
→ 1	-4	2[16.7 µM]	-1	10	-0.4	2
23) CNC[C@@H]1OCc2cnnn2CCCC(=O)N([C@H](C)CO)C[C@H]1C
→ -6&0	-9&1	-1	7&0	5&2	-1.1&0.6&0.0	-7&1
24) Cc1ccc(S(=O)(=O)Nc2ccc3c(c2)C(=O)N([C@@H](C)CO)C[C@H](C)[C@@H](CN(C)C(=O)C2CCCCC2)OCCCC[C@H](C)O3)cc1
→ 7	0	0[16.7 µM]	3	16	2.2	2
25) O=C(NCCN1CCN(c2ccccc2)CC1)Nc1cccc(Br)c1
→ -2	-5	7	4	2	0.4	-4
26) C[C@@H]1CN([C@H](C)CO)C(=O)c2cc(NC(=O)CCCCCC(=O)Nc3ccccc3N)ccc2O[C@@H]1CN(C)S(=O)(=O)c1cn(C)cn1
→ nt	0	nt	7	5	1.6	1
27) O=C(Nc1ccccc1)N1CC(=O)N2[C@H](CO)[C@@H](c3ccc(C#CC4CCCC4)cc3)[C@H]2C1
→ 2	1	nt	1	-10	-0.6	-1
28) CCCC#Cc1cnc2c(c1)C(=O)N([C@@H](C)CO)C[C@@H](C)[C@H](CN(C)Cc1cccnc1)O2
→ 0	9	-8[16.7 µM]	3	3	-1.5	1
29) CN(CC(=O)Nc1ccc2c(c1)OCCO2)Cc1nc2ccccc2c(=O)[nH]1
→ -5	2	-8	-1	-6	2.7	3
30) Cc1cc(O)c(C(C[N+](=O)[O-])c2ccc(Cl)cc2)c(=O)o1 (configuration not stated)
→ 0	1	-3	-1	nt	nt	-2
31) CCn1cc(C(=O)N[C@@H](CCSC)C(=O)NCCCO)c(=O)c2cc3c(cc21)OCO3
→ -3	2	nt	2	-2	0.0	2
32) C[C@@H]1CCCCO[C@@H](CN(C)C(=O)C2CCCCC2)[C@H](C)CN([C@@H](C)CO)C(=O)c2cc(NC(=O)c3ccncc3)ccc2O1
→ 17*	-7	-12[16.7 µM]	0	-11	2.8	0
33) O=C(NNc1c(Cl)cc(Cl)cc1Cl)C1CCC1
→ -1	-2	nt	-2	?	1.2	-1
34) C=CCC1(CC=C)CCCN1C(=O)c1ccc2oc(CCCC)nc2c1
→ nt	-1	-2	5	0	2.3	-1
35) C[C@@H]1CCCCO[C@@H](CN(C)C(=O)c2ccncc2)[C@H](C)CN([C@@H](C)CO)C(=O)c2cc(NS(=O)(=O)c3ccc(Cl)cc3)ccc2O1
→ 0	-2	-5[16.7 µM]	3	-3	-0.7	0
36) COc1cc(NS(=O)(=O)c2ccc(N/C=C\C(=O)c3ccc(F)cc3)cc2)nc(OC)n1
→ 5	4	40	-1	-3	1.2	-14
37) CCC(=O)N1C[C@@H](C)[C@H](OC)CN(C)C(=O)c2ccc(NC(=O)COC)cc2OC[C@@H]1C
→ -3	2	6[16.7 µM]	2	?	-2.8	0
38) C[C@H]1CN([C@@H](C)CO)S(=O)(=O)c2ccc(C3=CCCC3)cc2O[C@H]1CN(C)C(=O)c1ccc(F)cc1
→ -1	-1	-5[16.7 µM]	0	-2	1.2	-3
39) Cc1ccc(C)c(NS(=O)(=O)c2c(C)nc3sccn3c2=O)c1
→ 2	-2	17	-1	-6	-3.1	1
40) CC(C(=O)N1CCCCCC1)N(c1ccc(Cl)cc1)S(C)(=O)=O (configuration not stated)
→ -3	-2	-3	3	-1	3.9	0

Random excerpt: 5 compounds from above
The line under a structure holds: SIRT5 block	CASP6 VEID inh	miR122 inh	ERp5 inh	DENV2 CPE rescue	CFTR F508del cor	ERAP1 inh
35) C[C@@H]1CCCCO[C@@H](CN(C)C(=O)c2ccncc2)[C@H](C)CN([C@@H](C)CO)C(=O)c2cc(NS(=O)(=O)c3ccc(Cl)cc3)ccc2O1
→ 0	-2	-5[16.7 µM]	3	-3	-0.7	0
21) CCOC(=O)c1sc(C(=O)OCC)c(OCCO)c1OCCO
→ -5	1	-9	-2	nt	nt	5
33) O=C(NNc1c(Cl)cc(Cl)cc1Cl)C1CCC1
→ -1	-2	nt	-2	?	1.2	-1
24) Cc1ccc(S(=O)(=O)Nc2ccc3c(c2)C(=O)N([C@@H](C)CO)C[C@H](C)[C@@H](CN(C)C(=O)C2CCCCC2)OCCCC[C@H](C)O3)cc1
→ 7	0	0[16.7 µM]	3	16	2.2	2
32) C[C@@H]1CCCCO[C@@H](CN(C)C(=O)C2CCCCC2)[C@H](C)CN([C@@H](C)CO)C(=O)c2cc(NC(=O)c3ccncc3)ccc2O1
→ 17*	-7	-12[16.7 µM]	0	-11	2.8	0

Reformatted field by field: entries from further up
21) CCOC(=O)c1sc(C(=O)OCC)c(OCCO)c1OCCO
  SIRT5 block: -5
  CASP6 VEID inh: 1
  miR122 inh: -9
  ERp5 inh: -2
  DENV2 CPE rescue: nt
  CFTR F508del cor: nt
  ERAP1 inh: 5
22) C[C@H]1CN([C@@H](C)CO)C(=O)c2cc(NS(=O)(=O)c3cn(C)cn3)ccc2O[C@@H]1CN(C)S(=O)(=O)c1ccccc1
  SIRT5 block: 1
  CASP6 VEID inh: -4
  miR122 inh: 2[16.7 µM]
  ERp5 inh: -1
  DENV2 CPE rescue: 10
  CFTR F508del cor: -0.4
  ERAP1 inh: 2

(further entries)
The line under a structure holds: SIRT5 block	CASP6 VEID inh	miR122 inh	ERp5 inh	DENV2 CPE rescue	CFTR F508del cor	ERAP1 inh
41) CCC(CC)c1nc(C#N)c(NC(C)c2ccccc2)o1 (configuration not stated)
→ -4	7	nt	0	-9	nt	10
42) CCCN1CCCc2ccccc21
→ -6	-42	4	5	7	2.0	0
43) Cc1ccc(C2N=C(N)Nc3nc(=O)c4ccccc4n32)cc1 (configuration not stated)
→ -4	1	nt	10	2	4.3	1
44) COc1cc(CN2CCCCC2C(=O)Nc2ccc(Oc3ccccc3)nc2)ccc1O (configuration not stated)
→ 0	0	0	-3	-10	2.0	-1
45) O=C(Nc1ccc(C(F)(F)F)cc1)N[C@H]1CC[C@@H](CCn2cc(C3(O)CCCC3)nn2)O[C@H]1CO
→ 6	-4	nt	0	6	-0.1	1
46) CCOc1cc(S(=O)(=O)n2cnc(C)c2)ccc1Cl
→ -2	-3	3	0	-2	0.3	2
47) CCC(=O)Nc1ccc2c(c1)C(=O)N(C)C[C@H](OC)[C@@H](C)CN(C(=O)CN(C)C)[C@@H](C)CO2
→ 1	3	nt	nt	-11	5.5	-3
48) Cc1cc(-c2nn(-c3ccccc3F)cc2CN2CCC(C(N)=O)CC2)c(C)s1
→ -6	-13	4	3	-4	-0.4	-1
49) COc1cc(-c2nc3ccc(C)cn3c2NCc2ccccc2)ccc1SC1CCCCC1
→ nt	-2	5	3	-17	1.2	nt
50) Cc1ccc(S(=O)(=O)N[C@H]2CC[C@H](CCNC(=O)Cc3ccccn3)O[C@H]2CO)cc1
→ -2	-4	nt	?	7	-0.6	-4
51) CC1(C)C[C@H]2C3=CCC4[C@@]5(C)CC[C@H](O)[C@](C)(CO)C5CC[C@@]4(C)[C@]3(C)C[C@H]3O[C@@H]1[C@H](O)[C@]32CO (some centres not stated)
→ 2	0	nt	-1	41*	-5.1	2
52) O=C(C(=O)N1CCC(CNS(=O)(=O)c2ccc3ccccc3c2)CC1)c1cc2ccccc2o1
→ nt	-6	nt	-8	-4	2.7	1
53) COc1ccc(-c2nc(Cn3c(SCc4ccc(F)cc4)nc4ccncc43)c(C)o2)cc1OC
→ 0	-1	3	-1	1	2.3	4
54) C[C@@H](C(=O)NCCCCCC(=O)O)n1nnc2ccccc2c1=O
→ -5	-1	-3	0	-5	-1.7	-3
55) CC(C)Nc1nc(NCCOc2ccccc2Cl)c2sccc2n1
→ 5	0	-9	0	19	-4.5	3
56) OC[C@@H]1CN(Cc2ccncc2)C[C@H](n2cnc3c(NC4CC4)ncnc32)O1
→ 0	-2	-2	7	nt	-0.3	0
57) CC(C)C(NC(=O)c1ccco1)C(=O)OCC(=O)Nc1ccc(C(N)=O)cc1 (configuration not stated)
→ 1	2	nt	-1	-2	-1.7	1
58) C[C@H]1CN([C@@H](C)CO)C(=O)Cc2cc(NC(=O)CCCCCC(=O)Nc3ccccc3N)ccc2O[C@H]1CN(C)C
→ nt	0	-7[16.7 µM]	0	14	1.5	0
